Bioassay records (PubChem)
RmlCD inh mix = inhibitors of RmlC and RmlD coupled enzymes; actives 0.39% (n = 110,000); inhibition, % at 5.5 µM; RmlC/RmlD coupled enzyme inhibition, 384-well mixture HTS; AID 1532; in the data active = inhibition above about 30%, passing the limit was not always enough; inconclusive = no clear call, values can overlap the other calls; also: strong numbers were not always called active
HIV RNase H inh = inhibitors of HIV-1 reverse transcriptase RNase H; actives 1.9% (n = 65,000); RT-RNase H RNA/DNA duplex cleavage, fluorescence; inhibition, % at 10 µM; in the data active = inhibition above about 50%
The depositor's hits bear a star; ? = inconclusive; · = no result given. A portion of the library; rates above refer to the full screens.

SMILES	RmlCD inh mix	HIV RNase H inh
CCOC(=O)C1=NN(c2cccc(Cl)c2)C2=NC(C)=C(C(=O)OC)C(c3cccs3)N12 (centres undefined)	-2	·
CCC(C)c1ccc(OCCn2cc(/C=N/NC(=O)CSc3nnc(C)s3)c3ccccc32)cc1 (centres undefined)	18	·
O=S(=O)(Nc1ccccc1)c1ccc(F)cc1	-8	·
CCc1ccc(NC(=O)C(C)Nc2ccc(S(=O)(=O)NC(C)=O)cc2)cc1 (centres undefined)	50	-22
O=S(=O)(c1ccc(NC2CCCc3ccccc32)nc1)N1CCOCC1 (centres undefined)	4	-22
Cc1noc(C)c1COc1ccc(C(=O)OCC(=O)N2c3ccccc3NC(=O)C2(C)C)cc1	5	·
COc1cccc(CNC(=O)C2CCN(S(=O)(=O)c3ccc4c(c3)CCC(=O)N4)CC2)c1	10	-2
CCO[C@H]1OC(C(=O)N2CCOCC2)=C[C@@H](c2ccc(C(F)(F)F)cc2)[C@@H]1CCCO	-14	·
COc1ccc(S(=O)(=O)Cc2ccc(C(=O)N3CCN(C(=O)c4ccco4)CC3)o2)cc1	6	-7
COc1ccccc1C(c1nnnn1CS(=O)(=O)c1ccc(C)cc1)N1CCSCC1 (centres undefined)	6	-4
CC(C)Cc1nc(N2CCN(C(=O)C(C)C)CC2)c(C#N)c2c1CCC2	-30	9
O=C(Cn1ncc2c3ccccc3n(Cc3ccccc3)c2c1=O)N1CCN(c2ncccn2)CC1	8	·
c1ccc2c(c1)CC(N1CCCCC1)c1ccccc1N2 (centres undefined)	8	-2
Cc1ccc(S(=O)(=O)NNC(=O)c2cc3cc4ccccc4nc3s2)cc1	21	·
Cc1ccc(-c2nc3sc4c(N)ncnc4c3c3c2CCCC3)cc1	-7	·
Cc1cc(C)n(C(=O)c2ccc(S(=O)(=O)NCC3CCCO3)cc2)n1 (centres undefined)	-3	-5
O=C(OCn1ncc(Br)c(Br)c1=O)c1ccc(F)cc1	-3	·
COc1ccc(C(=O)CC(Nc2ccc([N+](=O)[O-])cc2)c2ccc(OC)cc2)cc1 (centres undefined)	12	·
Cc1cc(OC(C)C)c2c(-c3ccccc3)cc(=O)oc2c1	-8	·
CCC(Sc1ncnc2c1nnn2-c1ccc(F)cc1)C(=O)OC (centres undefined)	3	-9
CCC(CC)c1nnc(NC(=O)CS(=O)(=O)Cc2ccccc2)s1	6	·
Cc1cccc(-n2cnc(C(=O)N/N=C/c3ccccc3)c2)n1	-4	·
c1ccc(-c2nnc(N3CCOCC3)nc2-c2ccccc2)cc1	34	-63
OCc1cc(CO)c(O)c(CCc2ccccc2)n1	10	2
COCCn1c(C)cc(C(=O)COC(=O)CCN2C(=O)c3ccccc3C2=O)c1C	4	-9
CCN(CC)c1nc(C#N)nc(N(CC)CC)n1	·	-17
O=C1c2ccccc2C(Nc2cccc(C(F)(F)F)c2)N1Cc1ccco1 (centres undefined)	13	-17
O=C1CCCc2c1cc(C(=O)Nc1ccc(Cl)cn1)c(=O)n2-c1ccccc1	3	2
CCCCn1nc2cc(C(=O)N(CC)c3ccc(OC)cc3)ccc2c1OCC	-9	·
CCOC(=O)c1c(NC(=O)COC)sc(C(C)=O)c1C	15	-33
Brc1ccc(-c2nnc(-c3ccc4c(c3)OCO4)o2)o1	9	-13
CCOC(=O)c1sc2nc3n(c(=O)c2c1C)CCCCC3	·	-7
CC(C)C(=O)Nc1cccc(C(=O)Nc2ccccc2C(=O)O)c1	6	·
CC(=O)c1ccccc1OC(=O)c1ccco1	6	-12
CN1CCN(CCC(=O)Nc2ccc(OCc3ccccc3)cc2)CC1	-13	-6
CC(=O)NCCN=Cc1sc2ccccc2c1O	6	5
O=C(CCSCCC(=O)N1CCCC1)N1CCCC1	8	4
Cn1cnnc1SCC(=O)N1c2ccccc2-c2c(ssc2=S)C1(C)C	·	-3
CC(NC1CCCCC1)C(O)C12CC3CC(CC(C3)C1)C2 (centres undefined)	-10	·
Cc1nn(C(=O)c2ccc3c(c2)OCO3)c(N)c1-c1ccccc1	7	-7
Cc1ccc(-c2nc(NC(=O)CSc3nnnn3-c3ccccc3)ns2)cc1	?	-5
Cc1ccc2ncnc(NCCC(=O)O)c2c1	-68	·
Cc1nc2oc3c(NCc4ccccc4)ncnc3c2c2c1COC(C)(C)C2	·	-1
CCCNc1oc(-c2cccc3ccccc23)nc1C#N	-14	-13
Nc1ccc(-c2cnc(-c3ccc(N)cc3)nc2)cc1	8	-43
COC(=O)CN1C(=O)CC(C)(C)Sc2ccccc21	·	-12
COc1ccc(OCc2nnc(SCC(N)=O)n2N)cc1	-13	·
CCOC(=O)N1CCN(C(=O)CS(=O)(=O)c2cn(Cc3ccc(Cl)cc3)c3ccccc23)CC1	6	·
CCCC(c1nnnn1CCc1ccccc1)N1CCC(C(N)=O)CC1 (centres undefined)	12	·
CN(C1CCCCC1)S(=O)(=O)c1ccc(S(=O)(=O)N2CCN(C(=O)c3ccccc3F)CC2)cc1	3	·
CCOC(=O)Cc1nnc(Nc2cccc(O)c2)c2ccccc12	-10	-6
Cn1c(SCC(=O)N2CCOCC2)nc2cccnc21	-2	-8
Cc1cc(C)n(-c2nc3ccccc3c(=O)n2OCC(=O)Nc2c(C)cccc2C)n1	3	-2
COc1ccccc1N1CCN(C(=O)Cn2nnc(-c3cccs3)n2)CC1	10	-13
Cc1c(Cl)cccc1N1C(=O)CC(N(O)c2ccccc2)C1=O (centres undefined)	0	0
COc1ccc(C(=O)Nc2cccc(N(C)S(C)(=O)=O)c2)cc1OC	-7	-2
Cc1nc2nc(COc3ccccc3)[nH]n2c(=O)c1Cc1ccccc1	-4	-5
Cc1cccc2nc(CSc3ccccc3N)cn12	4	·
CC12CCC(c3c(C(=O)O)nn(-c4ccc(F)cc4)c31)C2(C)C (centres undefined)	3	·
CCOc1cc2[nH]c(=S)n(CCCN3CCCC3=O)c(=O)c2cc1OCC	10	6

Part of the list above, with bars between the fields:
molecule | RmlCD inh mix | HIV RNase H inh
Cc1cc(C)n(-c2nc3ccccc3c(=O)n2OCC(=O)Nc2c(C)cccc2C)n1 | 3 | -2
CCCC(c1nnnn1CCc1ccccc1)N1CCC(C(N)=O)CC1 (centres undefined) | 12 | ·

The listing continues:
SMILES	RmlCD inh mix	HIV RNase H inh
COC(=O)CC1SC(=O)NC1=Nc1cccc(C)c1 (centres undefined)	-14	·
CC(C)(C)n1nnnc1C(c1ccc(C(F)(F)F)cc1)N(Cc1ccc(F)cc1)Cc1ccco1 (centres undefined)	-3	·
Cc1ccc(S(=O)(=O)c2cc3c(=O)n4cc(C)ccc4nc3n(CC3CCCO3)c2=N)cc1 (centres undefined)	·	-15
COc1ccc(Br)cc1/C=C/C(=O)Nc1c(C)cccc1C	10	·
COC(=O)c1cccc(Nc2ncnc3ccc(C)cc23)c1	-10	·
Cc1nc2ncnn2c(Nc2ccc3c(c2)OCO3)c1Cc1ccccc1	-2	-12
Cc1nc2ccccc2c2oc(C(=O)NCCN3CCCCC3C)cc12 (centres undefined)	-10	-12
CCOC(=O)c1c(N)c(C#N)cn1-c1ccccc1	-13	-30
CC(C)(C)NC(=S)NCc1cccnc1	-4	·
Cc1ccc2[nH]c(=O)c(CNC(C)C)cc2c1	-6	-11
Cc1nnc(SCC(=O)c2c(N)n(C)c(=O)n(C)c2=O)n1Cc1ccccc1	-4	-3
OC(CNCc1ccco1)Cn1c2ccccc2c2ccccc21 (centres undefined)	-1	-13

A few values from above.
`Cc1nc2ncnn2c(Nc2ccc3c(c2)OCO3)c1Cc1ccccc1` in RmlCD inh mix shows -2
`COC(=O)CC1SC(=O)NC1=Nc1cccc(C)c1` (centres undefined) in RmlCD inh mix shows -14
`CC(C)(C)n1nnnc1C(c1ccc(C(F)(F)F)cc1)N(Cc1ccc(F)cc1)Cc1ccco1` (centres undefined) in RmlCD inh mix shows -3
`COc1ccc(Br)cc1/C=C/C(=O)Nc1c(C)cccc1C` in RmlCD inh mix shows 10
`CCOC(=O)c1c(N)c(C#N)cn1-c1ccccc1` in HIV RNase H inh shows -30

Carrying on:
SMILES	RmlCD inh mix	HIV RNase H inh
O=C1NC(c2cccnc2)C(C(=O)c2cccs2)C(O)(C(F)(F)F)N1 (centres undefined)	9	10
CC(=O)NCC(=O)NC(C(=O)Nc1ccc2c(c1)OCCO2)c1ccc(C)cc1 (centres undefined)	5	-2
O=C(CSCc1ccc(Cl)cc1)Nc1ccccc1C(=O)N1CCOCC1	-5	·
Cc1nnc(C)n1/N=C/c1ccc(O)cc1	0	·
COc1ccc(-c2nc3c(n2O)CCC/C3=N\O)cc1	·	-5
O=P(Nc1ccccc1)(Nc1ccccc1)Oc1cccc(Cl)c1	-12	·
CC1=C(C(=O)NCCc2ccc(C)cc2)C2(CCC(C)CC2)OC1=O (centres undefined)	7	·
CCSc1nc(N)c2c(C)c(C)sc2n1	3	·
COCCCNC(=O)CCN1C(=O)COc2ccccc21	-17	5
CC1(C)CC(=O)C2=C(C1)Oc1ncn(CCO)c(=N)c1C2c1ccccc1 (centres undefined)	6	-8
COc1ccc(CN(C(=O)CSc2nnc(-c3ccccc3F)o2)c2ccc(F)cc2)cc1	-6	0
CC(=O)OCc1nc2ccccc2s1	-5	·
Cc1ccc(OC(=S)Nc2ccccc2)c(C)c1	-13	·
CC(NC(=O)COC(=O)c1ccco1)c1ccccc1 (centres undefined)	-15	·
O=C(c1ccccc1)c1cccn1CC(=O)N1CCCCCC1	-1	4
C=CCn1c(COc2ccc(Cl)cc2)nnc1SCC(=O)N/N=C/c1ccccc1	-10	·
CC(C)C(=O)Nc1ccccc1C(=O)N/N=C/c1ccc([N+](=O)[O-])cc1	-7	·
Cc1cccc(C(=O)Nc2cccc(OC(=O)c3cccc(C)c3)c2)c1	-1	·
CN(C)S(=O)(=O)N(CC(=O)Nc1ccc(F)c(F)c1)c1ccccc1	5	·
CC1=C[C@H]2OC(=O)[C@@H](C)[C@H]2C[C@@H]2[C@H]1C[C@@H](O)[C@@]2(C)O	16	·
O=C(C1CCN(S(=O)(=O)c2ccc(Br)s2)CC1)N1CCc2ccccc21	20	5
COC(=O)C1=C(C)NC2=C(C(=O)CC(C)(C)C2)C1c1ccccn1 (centres undefined)	14	·
CCCCCCn1c(N2CCC(C)CC2)nc2c1c(=O)[nH]c(=O)n2C	4	-16
Cc1ccc(-c2noc(CCCOc3ccc(Cl)cc3Cl)n2)cc1	-10	·

By substructure, those above with an NH in an aromatic ring
SMILES	RmlCD inh mix	HIV RNase H inh
Cc1nc2nc(COc3ccccc3)[nH]n2c(=O)c1Cc1ccccc1	-4	-5
CCOc1cc2[nH]c(=S)n(CCCN3CCCC3=O)c(=O)c2cc1OCC	10	6
Cc1ccc2[nH]c(=O)c(CNC(C)C)cc2c1	-6	-11
CCCCCCn1c(N2CCC(C)CC2)nc2c1c(=O)[nH]c(=O)n2C	4	-16

(continued)
SMILES	RmlCD inh mix	HIV RNase H inh
C=C1CCN(CC(=O)OC)S(=O)(=O)c2ccccc21	-240	·
COC(=O)c1sccc1NC(=O)c1ccc2c(c1)OCO2	-13	21
Cc1cc(Nc2ccc(F)cc2Cl)n2nc(C)nc2n1	-11	-9
Cc1cc(C)n(-c2ccc(C(=O)OCC(=O)Nc3ccc(S(=O)(=O)N4CCOCC4)cc3)cc2)n1	15	-1
Cc1ccnc(NC(=O)C2CCCN(S(=O)(=O)c3cnc[nH]3)C2)c1 (centres undefined)	-13	0
CN(C(N)=S)c1ccccc1	-13	·
COc1cc(C(=O)NC(=S)Nc2ccc3oc(=O)ccc3c2)cc(OC)c1OC	-11	·
O=C(O)Cn1cc(C(=O)c2ccccc2)c2ccccc21	11	2
Cn1nc(C(=O)Nc2ccc(S(=O)(=O)N3CCCC3)cc2)ccc1=O	-3	-22
Cc1ccc(CNc2ccc3c(c2)OCO3)c(C)c1	?	-4
CCCC[C@@H]1CNC(=O)C(=O)N1CCc1cccc2ccccc12	1	·
O=C(Nc1ccccc1)N(CCN1CCOCC1)Cc1ccccc1F	-12	-9
CCS(=O)(=O)N1CCCC(C(=O)NCC2CCCO2)C1 (centres undefined)	5	-11
COC(=O)c1cc[n+](CC(=O)c2ccccc2)cc1	6	·
Cc1cc(C)c2cc(CN(CCO)C(=O)Nc3ccc(F)cc3)c(=O)[nH]c2c1	-5	-7
O=S(=O)(NCCc1ccncc1)c1cc(Br)ccc1F	79	-31
Cc1cc(C(C#N)c2ccccc2)n2ncnc2n1 (centres undefined)	6	-5
Cc1ccc(-c2nn(Cc3ccccc3)cc2/C=C/C(=O)O)cc1	13	·
O=C(CSc1ncccn1)n1c2c(c3ccccc31)CCCC2	-2	·
Cc1ccc2nc(-c3ccc(NC(=O)CN4CCN(C(=O)c5ccco5)CC4)cc3)sc2c1	-6	20
O=C(O)C1CCN(c2ncccn2)CC1	9	-15
CC1CN(Cc2cc(=O)n3ccsc3n2)CC(C)O1 (centres undefined)	-8	2
O=S(=O)(c1ccccc1)N1CCN(S(=O)(=O)c2ccccc2)C1	8	-9
CCn1c(SCC(=O)Nc2ccc(N3CCOCC3)cc2)nnc1-c1ccc(OC)cc1	-9	·
COc1cc(-c2nnc3sc(Cc4ccc(Cl)cc4)nn23)cc(OC)c1OC	·	56*
O=C(c1ccc(Cl)cc1)c1cnc(Nc2ccccc2Cl)s1	2	·
O=C(Nc1nc2c(s1)CCCC2)c1cccnc1	13	-3
O=C(NCc1ccccc1)c1ccc(S(=O)(=O)N2CCCc3ccccc32)cc1	-13	·
COC(=O)c1nc2n(n1)C(c1ccc(OC)c(OC)c1)C(C(=O)OC1CCCCC1)=C(C)N2 (centres undefined)	6	-3
O=C(CCN1C(=O)c2ccccc2C1=O)NC(=S)Nc1cccc(Cl)c1	-10	·
O=c1cc(CSc2ccccc2)[nH]c(=S)[nH]1	1	·
CN1CCN(C2=C(Cl)C(=O)N(CCc3ccccc3)C2=O)CC1	36	1

Two records picked at random from those above:
SMILES	RmlCD inh mix	HIV RNase H inh
CN1CCN(C2=C(Cl)C(=O)N(CCc3ccccc3)C2=O)CC1	36	1
O=C(CCN1C(=O)c2ccccc2C1=O)NC(=S)Nc1cccc(Cl)c1	-10	·
